15-hLO-2 inh – qHTS Assay for Inhibitors of 15-hLO-2 (15-human lipoxygenase 2). Polyunsaturated fatty acid lipoxygenase ALOX15B (Homo sapiens), O15296. AID 881, 2007. purified 15hLO-2, xylenol orange hydroperoxide absorbance. actives 0.56% (n = 110,000). Potency, µM (titrated, usually from 57.1 µM), inactives show top-dose activity change, negative = inhibition, most hits filed as inhibitors; further: potency means the concentration at half of the fitted maximal effect; nearly all actives have a fitted effect of over 60% in size; many of its hits are not listed in these tables
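Screening format was qHTS against 50 nM purified 15hLO-2 in Hepes pH 7.5 with detergent. Activity follows hydroperoxide formation from 45 uM arachidonic acid, measured as 573:405 nm absorbance ratio of the ferric-xylenol orange complex.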
PNC inhibitor – High Content Assay for Compounds that inhibit the Assembly of the Perinucleolar Compartment; PC3M PTB-GFP, PNC prevalence imaging, 16 h; hits give low values; activity change (PNC), negative = inhibition, % at 10 µM; actives 3.1% (n = 140,000); AID 2417, 2010;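 active means readout at or below -70, meaning at least 70% loss of cells showing the perinucleolar compartment, a nuclear body marking cancer cells; inconclusive means readout between -30 and a set limit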;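 further: plate controls were DMSO wells for no effect and camptothecin positive control wells for full effect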
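Read-out is percentage of cells bearing a perinucleolar compartment, from automated 20x imaging of fixed, Hoechst-stained PC3M PTB-GFP cells. Cells were seeded 4 h, then exposed 16 h to compound (23 nl of library stock) in duplicate plates.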
ALOX12 inhib – qHTS Assay for Inhibitors of 12-hLO (12-human lipoxygenase); AID 1452, 2008; Potency, µM (titrated, usually from 57.1 µM), for the others: at the top dose activity change, negative = inhibition, actives largely listed as inhibitors; Polyunsaturated fatty acid lipoxygenase ALOX12 (Homo sapiens), P18054; actives 0.12% (n = 150,000); purified 12-hLO, xylenol orange hydroperoxide absorbance; further: potency means the concentration at half of the fitted maximal effect; nearly all actives have a fitted effect of over 55% in size; many of its hits are not listed in these tables
Target sequence (P18054 whole entry, looked up): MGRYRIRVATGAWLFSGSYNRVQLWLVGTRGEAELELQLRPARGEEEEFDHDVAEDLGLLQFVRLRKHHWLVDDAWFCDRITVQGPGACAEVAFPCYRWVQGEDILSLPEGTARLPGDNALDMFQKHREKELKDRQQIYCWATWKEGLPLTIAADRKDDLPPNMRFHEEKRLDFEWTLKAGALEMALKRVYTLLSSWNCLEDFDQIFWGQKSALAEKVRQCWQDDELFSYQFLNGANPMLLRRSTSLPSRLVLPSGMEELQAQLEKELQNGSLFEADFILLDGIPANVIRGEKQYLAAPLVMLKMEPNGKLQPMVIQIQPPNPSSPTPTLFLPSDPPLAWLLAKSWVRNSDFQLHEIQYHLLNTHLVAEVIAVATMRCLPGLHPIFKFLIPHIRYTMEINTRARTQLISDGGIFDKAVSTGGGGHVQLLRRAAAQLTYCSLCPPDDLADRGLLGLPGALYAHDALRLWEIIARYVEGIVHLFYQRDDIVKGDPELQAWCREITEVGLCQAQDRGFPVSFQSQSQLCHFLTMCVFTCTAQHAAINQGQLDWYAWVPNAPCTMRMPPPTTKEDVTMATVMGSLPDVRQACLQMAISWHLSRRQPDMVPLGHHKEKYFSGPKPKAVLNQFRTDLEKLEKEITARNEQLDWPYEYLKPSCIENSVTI
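Purified human 12hLO (150 nM), preincubated 15 min with compound, then 40 uM arachidonic acid for 30 min, room temperature, Hepes pH 7.0 with 0.01% Triton X-100. Hydroperoxide detected by ferrous iron/xylenol orange; 573/405 nm absorbance ratio gives reaction progress.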
IMPase cell inh – qHTS Assay for Identifying the Cell-Membrane Permeable IMPase Inhibitors | CHO-M1 cells, IP1 accumulation, HTRF TR-FRET ratio | inhibition (IP1 accumulation), % at 46.1 µM | 120,000 tested, under 10 active; active means well fitted curve in the direction sought with a large enough effect in the signal ratio, not every such curve was filed as active; inconclusive means small, poorly fitted or top-dose-only effect, or a change in a side signal; inactive means no such curve, though single readings can be large or run the other way; the % refers to the signal ratio;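 further: cells stimulated with carbachol in lithium chloride buffer; plate controls were DMSO basal wells for no effect and reference inhibitor wells for full effect; higher means more IMPase inhibition seen as more IP1 and lower FRET ratio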
Target sequence (P97697 whole entry, looked up): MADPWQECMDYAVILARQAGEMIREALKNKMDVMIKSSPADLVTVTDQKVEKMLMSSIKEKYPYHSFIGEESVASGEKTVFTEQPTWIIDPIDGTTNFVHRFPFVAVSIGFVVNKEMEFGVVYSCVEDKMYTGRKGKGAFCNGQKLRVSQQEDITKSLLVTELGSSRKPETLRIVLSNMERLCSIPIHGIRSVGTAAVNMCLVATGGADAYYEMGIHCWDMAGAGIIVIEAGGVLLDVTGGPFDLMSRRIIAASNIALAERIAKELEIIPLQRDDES
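The IP-One HTRF competitive assay in carbachol-stimulated CHO-M1 cells quantifies cellular IP1. Compounds spanned up to 46 uM final, and activity is expressed as AC50 from concentration-response fits of the ratio and donor data.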
* hit, by the source's call; ? = inconclusive; . = no result given; [ ] = dose if it differs, or a comment. Unless noted, the call rests on the fitted dose curve; in most records, active means well fitted curve in the direction sought with a large enough effect; inconclusive means small, poorly fitted or top-dose-only effect, or another doubt; inactive means no such curve, though single readings can be large; an effect the other way counts as inactive or inconclusive. Unless noted, on the % scale 0 is the no-effect control and ±100 the full control effect.

SMILES | 15-hLO-2 inh | PNC inhibitor | ALOX12 inhib | IMPase cell inh
CS(=O)(=O)N(CC(=O)Nc1ccccc1)Cc1ccc(Cl)cc1 | 5% | -11 | 6% | 5
O=C(COc1ccc(S(=O)(=O)N2CCCC2)cc1Cl)NC1CC1 | -3% | 9 | 2% | -12
COc1cc(NC(=O)c2ccccc2)c(OC)cc1NC(=O)CN1CCOCC1 | 3% | -29 | -4% | 9
Cc1cc(=O)n2nc(N3CCC(C(=O)NC4CCCc5ccccc54)CC3)sc2n1 (stereo not given) | -3% | 2 | -2% | 4
O=c1c2c3c(sc2nc2n1CCCC2)CCCCC3 | -6% | 51 | 4% | 0
O=C(CSc1nc2c(cnn2-c2ccccc2)c(=O)[nH]1)N1N=C(c2cccs2)CC1c1ccc(F)cc1 (stereo not given) | . | 43 | 1% | .
Nc1ccc(Sc2cnn(-c3ccccc3)c(=O)c2Cl)cc1 | -4% | 4 | -3% | 3
Cc1cccc(NC(=O)c2ccccc2O)c1C | -4% | 14 | -16% | 11
O=C(Nc1ccc(Cl)c([N+](=O)[O-])c1)c1ccc(NCCCN2CCOCC2)c([N+](=O)[O-])c1 | 11% | ? | 1% | 15
CCOc1ccc(Nc2oc(-c3cccc(Cl)c3)nc2C#N)cc1 | -18% | 4 | -6% | 1
CN(C)CCCN(C(=O)c1cc2ccccc2oc1=O)c1nc2ccc(F)cc2s1 | . | ? | 1% | 6
COc1ccc(S(=O)(=O)NCc2ccccn2)cc1 | -2% | -14 | 3% | 3
NC(=O)CSc1nnc(-c2ccc(S(=O)(=O)N3CCCC3)cc2)n1CC1CCCO1 (stereo not given) | 6% | -4 | 2% | 3
CCN(CC)C(=O)Cn1nc(-c2ccccc2O)nc1SCC(=O)Nc1ccc(OC)cc1 | -6% | -14 | -3% | 6
O=[N+]([O-])c1ccc(/C=N/n2cnc3ccccc32)s1 | . | 29 | -1% | .
COc1ccc(-c2nc3c(n2O)CCCC3=O)cc1OC | -6% | 19 | 3% | 15
CCOC(=O)c1c(C)n(C)c2ccc(OC)c(NC(=O)CCN3CCSCC3)c12 | -2% | ? | -1% | 0
CS(=O)c1nc(-c2ccc(Br)cc2)cc(-c2ccccc2)c1C#N (stereo not given) | -4% | 9 | -15% | -3
CCc1c(C)nc(SCC(=O)c2ccc(C)c(C)c2)[nH]c1=O | -9% | ? | -4% | 1
CC(C)CN(CC(C)C)C(=O)Cc1coc2ccc3ccccc3c12 | -3% | 8 | -16% | 20
COC(=O)c1cc2ccccc2c(-c2c(O)ccc3ccccc23)c1O | . | ? | -5% | .
Brc1ccc(Oc2ncc(CN3CCOCC3)s2)cc1 | -9% | 28 | 3% | -1
CN(CCc1ccccn1)S(=O)(=O)c1ccc(F)cc1 | -19% | ? | -6% | -3
Nc1nc2nc(SCC(=O)N3CCCc4ccccc43)[nH]c2c(=O)[nH]1 | -1% | -10 | 3% | -8
CN1C(=O)CSc2ccc(NC(=O)Nc3ccccn3)cc21 | -6% | 26 | -3% | -6

Whole records as entered above. Order of values: 15-hLO-2 inh | PNC inhibitor | ALOX12 inhib | IMPase cell inh
CCOc1ccc(Nc2oc(-c3cccc(Cl)c3)nc2C#N)cc1 as listed: -18% | 4 | -6% | 1
Cc1cc(=O)n2nc(N3CCC(C(=O)NC4CCCc5ccccc54)CC3)sc2n1 (stereo not given) as listed: -3% | 2 | -2% | 4
COC(=O)c1cc2ccccc2c(-c2c(O)ccc3ccccc23)c1O as listed: . | ? | -5% | .

Quoted from the entries so far for reference:
SMILES | 15-hLO-2 inh | PNC inhibitor | ALOX12 inhib | IMPase cell inh
Nc1ccc(Sc2cnn(-c3ccccc3)c(=O)c2Cl)cc1 | -4% | 4 | -3% | 3
Cc1cccc(NC(=O)c2ccccc2O)c1C | -4% | 14 | -16% | 11
O=C(Nc1ccc(Cl)c([N+](=O)[O-])c1)c1ccc(NCCCN2CCOCC2)c([N+](=O)[O-])c1 | 11% | ? | 1% | 15
CCOc1ccc(Nc2oc(-c3cccc(Cl)c3)nc2C#N)cc1 | -18% | 4 | -6% | 1
CN(C)CCCN(C(=O)c1cc2ccccc2oc1=O)c1nc2ccc(F)cc2s1 | . | ? | 1% | 6

(continued)
SMILES | 15-hLO-2 inh | PNC inhibitor | ALOX12 inhib | IMPase cell inh
Cc1nn(-c2ccccc2)c(N)c1C(O)(CC(=O)C(F)(F)F)C(F)(F)F (stereo not given) | . | 57 | -3% | .
COC(=O)C1C2C=CC3(CN(Cc4cccs4)C(=O)C13)O2 (stereo not given) | -1% | -5 | -2% | 0
COCCN(C(=S)Nc1cc(C)cc(C)c1)C(C)c1cccnc1 (stereo not given) | . | 11 | 14% | .
CCCCN(C(=O)NC(=O)Nc1nc2ccc(OC)cc2s1)S(C)(=O)=O | 5%[2.29 µM] | ? | -1% | 3
CCCCCCCOc1ccc(-c2ccc(C#N)cn2)cc1 | . | -7 | 0% | .
O=C1CC(Nc2ccccc2)C(=O)N1c1ccc(N2CCOCC2)cc1 (stereo not given) | -9% | -104* | 5% | 1
Cc1ccc(CCNC(=O)C2CCN(S(=O)(=O)c3cccc4nsnc34)CC2)cc1 | . | 7 | -6% | -10
Cc1[nH]c(=O)[nH]c(=O)c1S(=O)(=O)N1CCCC1 | 2% | 85 | 4% | 6
COc1ccc(-c2nnc(-c3cccnc3)o2)cc1 | -4% | 29 | -7% | -1
CCOC(=O)CCC(=O)O[C@H]1[C@H](O[C@@H]2[C@@H](C)[C@H](O[C@H]3C[C@@](C)(OC)[C@@H](O)[C@H](C)O3)[C@@H](C)C(=O)O[C@H](CC)[C@@](C)(O)[C@H](O)[C@@H](C)C(=O)[C@H](C)C[C@@]2(C)O)O[C@H](C)C[C@@H]1N(C)C | . | 6 | 0% | .
CCc1ccc(N(C(=O)Cc2cccs2)C(C(=O)NC2CCCCC2)c2cn(C)nc2C)cc1 (stereo not given) | . | 36 | 4% | 2
S=C(NCc1ccc(Cl)cc1Cl)Nc1ccccc1 | . | -20 | ? | .
COC(=O)[C@H](CCSC)NC(=O)N1CCN(Cc2ccccc2)CC1 | -1% | 9 | -1% | 4
Fc1ccc2c(c1)C(c1ccncc1)=NNC(c1cccnc1)=N2 | 12% | 39 | -5% | 2
COc1ccc(-n2cnnc2SCCC#N)cc1 | 3% | 60 | 23% | -2
Cc1cc2cc(CN(Cc3ccco3)C(=O)C3CCCCC3)c(=O)[nH]c2cc1C | -4% | 14 | -5% | 1
COCCn1c(SCC(=O)/C=C2\N(C)c3ccccc3C2(C)C)nnc1-c1ccncc1 | . | ? | -2% | .
Cc1ccccc1NC(=O)Cc1c(O)c2ccccc2[nH]c1=O | 2% | 77 | -3% | 6
CCOc1ccc(S(=O)(=O)Nc2ccc(S(=O)(=O)N3CCCCC3)cc2)cc1 | -3% | 1 | -8% | -2
CCN(CC)C(=O)COc1cc(C)cc2oc(=O)cc(-c3ccccc3)c12 | -3% | -22 | -1% | 4
O=C(CN(Cc1ccccc1)S(=O)(=O)c1ccc(S(=O)(=O)N2CCOCC2)cc1)Nc1ccccc1 | . | ? | 2% | .
Cc1cc(C)cc(NC(=O)CSc2nc(N)c(NC(=O)c3cccs3)c(=O)[nH]2)c1 | . | 65 | -5% | .
O=C(NCCc1ccccc1)NC1CCCCC1 | -5% | ? | -1% | 4
Cc1ccc(-n2c(SCC(=O)NCC3CCCO3)nnc2-c2ccoc2C)cc1 (stereo not given) | 9% | 10 | 2% | 0
O=C(c1ccccc1Cl)N1CCNCC1 | 0% | 22 | -3% | -2

Continued, overlapping the part above by two compounds.
SMILES | 15-hLO-2 inh | PNC inhibitor | ALOX12 inhib | IMPase cell inh
Cc1ccc(-n2c(SCC(=O)NCC3CCCO3)nnc2-c2ccoc2C)cc1 (stereo not given) | 9% | 10 | 2% | 0
O=C(c1ccccc1Cl)N1CCNCC1 | 0% | 22 | -3% | -2
COCC(=O)Nc1ccc(S(=O)(=O)NCCc2ccccc2)cc1 | -4% | -107* | -2% | 1
O=C(CCn1cccc1)Nc1nccs1 | -1% | 7 | 1% | -7
CNC(=O)c1c[nH]n2c(=O)c(Cc3ccccc3F)c(C)nc12 | -3% | -16 | 0% | 4
COc1ccc(Oc2ncc3nc(C)c(=O)n(CCC#N)c3n2)cc1 | 0% | . | 6% | .
COc1ccc(C(=O)CSc2nnc(C3CCCCC3)n2N)c(OC)c1 | 6%[2.29 µM] | ? | -7% | -5
Cc1ccc(-c2nc(SCC(=O)NCC3CCCO3)c(-c3ccc(Cl)cc3)[nH]2)cc1 (stereo not given) | . | 31 | 1% | .
O=C(CN1CCN(S(=O)(=O)c2ccc(F)cc2)CC1)Nc1ccc(Cl)c(C(F)(F)F)c1 | 15% | 22 | -9% | 15
COc1ccccc1S(=O)(=O)Nc1ccc2cn[nH]c2c1 | . | -1 | -2% | .
Cn1c(=O)c2c(nc(SCC(=O)NCc3ccc4c(c3)OCO4)n2Cc2ccccc2)n(C)c1=O | -1% | 33 | 4% | -7
O=C(N/N=C/c1c(Nc2cccc(C(F)(F)F)c2)nc2ccccn2c1=O)c1ccccc1[N+](=O)[O-] | . | -113* | 5% | 9
Cc1cc(Cc2cc(Cc3cc(C)cc(C(C)(C)C)c3O)c(C)cc2C)c(O)c(C(C)(C)C)c1 | -28%[11.4 µM] | . | -11%[11.4 µM] | .
C[C@@]12C=CC(=O)C=C1CCC1C3CC(O)[C@@](O)(C(=O)CO)[C@]3(C)CC(O)[C@]12F (stereo not given in full) | 12% | . | -1% | .
COCCOC(=O)c1c(C)n(C)c2ccc(OC(=O)c3ccco3)cc12 | 9% | -9 | -4% | -11
CCOC(=O)c1sc2cc([N+](=O)[O-])cc(SCC(=O)OC)c2c1N | -30% | 14 | -15% | 5
NCCc1ccn[nH]1 | 5%[25.6 µM] | . | -1%[25.6 µM] | 0[20.6 µM]
O=C(NCCCn1ccnc1)C(=O)NCC(c1cccnc1)N1CCN(c2ccccc2)CC1 (stereo not given) | . | ? | 3% | .
Cc1ccc(NCc2ccccc2OCc2ccccc2F)cc1 | 5% | -18 | -7% | 0
O=c1c(-c2cc(F)cc(F)c2)nc2cncnc2n1Cc1ccc(F)cc1 | 7% | . | -7% | .
Cc1ccc(S(=O)(=O)N(c2cccc(C(F)(F)F)c2)C2C=CS(=O)(=O)C2)cc1 (stereo not given) | -1% | -8 | 0% | 2
CC1CCCN(c2nc3nonc3nc2N2CCCC(C)C2)C1 (stereo not given) | . | ? | -1% | -9
CCc1ccc(C(C)NC(=O)/C(C#N)=C\c2cn[nH]c2-c2ccccc2)cc1 (stereo not given) | 30% | 7 | -13% | 6
COC(=O)CNC(=O)C1(CC(C)C)C=CCN1C(=O)c1ccccc1 (stereo not given) | -8% | . | -7% | .
COC(=O)CC1Oc2ccccc2N(Cc2ccc(C)cc2)C1=O (stereo not given) | -2% | ? | -1% | 13
CCC(C)NS(=O)(=O)c1ccc(OCC(=O)NCc2ccco2)cc1 (stereo not given) | 10% | 16 | -7% | 23
Cc1nc(N2CCN(C(=O)c3ccco3)CC2)c2c3c(sc2n1)CCCC3 | . | 71 | 2% | 13
Cc1ccc(-n2c(-c3ccco3)nc3nc4ccccc4nc32)cc1 | . | 21 | -7% | .

Assay outcomes as filed in PubChem BioAssay.

An excerpt, so the mix of outcomes need not match the whole.
